# High-throughput results (PubChem BioAssay)
# APJ ag: APJ receptor agonism. P35414. hit rate 0.11% among 330,000. CHO-K1 APJ PathHunter beta-arrestin, luminescence; 0% DMSO wells, 100% apelin. activation, % at 20 µM;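 active means activation more than six SD over the plate average, tested at 20 µM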;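 further: 0% = DMSO alone and 100% = apelin-13 at 10 nM; some results filed as inactive read as strong as hits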
#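 Test system – PathHunter CHO-K1 APJ (AGTRL-1) beta-arrestin reporter cells · Input – 1000 cells/well · Compound – single test compound dose, 20 µM final, 1% DMSO · Times – compound stimulation 90 min at 25 °C, detection 60 min · Technique – beta-gal luminescence · Read-out basis – APJ–arrestin association signal · Control set – negative DMSO alone, positive Apelin-13 at 10 nM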
# Jurkat NFkB inh: inhibitors of the PMA/ionomycin-induced NF-kB reporter in Jurkat cells; PMA/ionomycin-induced NF-kB luciferase reporter, luminescence; inhibition, % at 4 µM; hit rate 0.53% among 330,000; in the data active means inhibition above about 50%
# APJ antagonist: blocks the human apelin receptor APJ. CHO-K1 APJ beta-arrestin complementation, luminescence. inhibition, % at 20 µM. hit rate 0.32% among 330,000. AID 2521;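 active means inhibition above about 40% at 20 µM, limit read from the data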;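 further: cells challenged with 10 nM apelin-13 agonist together with compound; plate controls were apelin-13 plus DMSO wells for no effect and DMSO wells lacking apelin-13 for full effect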
# UPR XBP1 act: activators of adaptive arm of unfolded protein response (XBP1) | hit rate 0.33% among 330,000 | activation, % at 20 µM | CHO-XBP1 luciferase reporter, IRE1-XBP1 UPR activation, luminescence; percent of tunicamycin response, DMSO as zero;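 active means versus positive control, 20 µM dose yields 30% or more activation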;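 further: 100% = tunicamycin at 10 µg/mL and 0% = DMSO only wells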
#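 Assay system: CHO-XBP1 luciferase reporter cells; Schedule: 6 h treatment, 37 °C; Detection: glow luminescence from Steady-Glo reagent; Benchmarks: high control tunicamycin 10 µg/mL final, low control DMSO vehicle only.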
# 697 NFkB inh: inhibitors of the PMA/ionomycin-induced NF-kB reporter in 697 B cells; inhibition, % at 4 µM; 697 B-cell NF-kB luciferase reporter, 16 h; hit rate 0.33% among 330,000; in the data active means inhibition above about 35%
# UPR CHOP act: activators of apoptotic arm of unfolded protein response (CHOP); CHO-CHOP luciferase reporter, UPR activation, luminescence; percent of tunicamycin response over DMSO baseline; AID 449763; hit rate 0.34% among 330,000; activation, % at 10 µM;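 active means at 10 µM dose, activation of 40% or more, normalized to positive control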;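 further: 100% = tunicamycin at 10 µg/mL and 0% = DMSO alone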
#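 assay system = CHO CHOP reporter cells | amount = 500 CHO-CHOP cells per well | buffer or medium = F12 with 10% FBS | incubation = 16-18 h cell attachment, then 6 h compound exposure, 37 °C | detection = luminescence read with Steady-Glo | read-out = percent activation relative to tunicamycin control | controls = tunicamycin high control, DMSO low control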
# tim23-1 inh: inhibits growth of tim23-1 mutant yeast; S. cerevisiae tim23-1 growth, BacTiter-Glo luminescence, 24 h; inhibition, % at 20 µM; hit rate 1.3% among 330,000; AID 463212;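 active means growth inhibition of the mutant yeast at or above 50%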;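 further: temperature-sensitive mutant grown at 25 °C; plate controls were DMSO-treated mutant yeast for no effect and medium wells lacking yeast for full effect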
# Mdm2-MdmX inh: human Mdm2/MdmX binding inhibition | O15151+Q00987 | SaOS-2 split-luciferase Mdm2/MdmX complementation, luminescence | inhibition, % at 8 µM | hit rate 3% among 330,000 | AID 485346;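 active means inhibition of at least 50% at 8 µM in the primary screen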
# Target sequence (O15151 whole entry, looked up): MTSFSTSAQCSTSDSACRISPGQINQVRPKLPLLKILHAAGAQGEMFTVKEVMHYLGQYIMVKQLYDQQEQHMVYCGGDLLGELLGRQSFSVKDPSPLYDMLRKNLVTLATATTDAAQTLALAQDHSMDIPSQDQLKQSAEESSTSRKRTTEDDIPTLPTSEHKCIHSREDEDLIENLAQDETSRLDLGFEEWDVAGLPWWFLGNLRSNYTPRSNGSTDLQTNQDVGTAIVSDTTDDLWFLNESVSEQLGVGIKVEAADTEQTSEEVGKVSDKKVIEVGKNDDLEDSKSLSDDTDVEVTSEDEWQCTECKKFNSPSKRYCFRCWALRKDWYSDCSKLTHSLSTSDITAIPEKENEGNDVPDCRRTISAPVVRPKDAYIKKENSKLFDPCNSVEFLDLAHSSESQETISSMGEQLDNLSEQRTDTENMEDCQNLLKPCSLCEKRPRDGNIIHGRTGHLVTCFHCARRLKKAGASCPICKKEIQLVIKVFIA
# Target sequence (Q00987 whole entry, looked up): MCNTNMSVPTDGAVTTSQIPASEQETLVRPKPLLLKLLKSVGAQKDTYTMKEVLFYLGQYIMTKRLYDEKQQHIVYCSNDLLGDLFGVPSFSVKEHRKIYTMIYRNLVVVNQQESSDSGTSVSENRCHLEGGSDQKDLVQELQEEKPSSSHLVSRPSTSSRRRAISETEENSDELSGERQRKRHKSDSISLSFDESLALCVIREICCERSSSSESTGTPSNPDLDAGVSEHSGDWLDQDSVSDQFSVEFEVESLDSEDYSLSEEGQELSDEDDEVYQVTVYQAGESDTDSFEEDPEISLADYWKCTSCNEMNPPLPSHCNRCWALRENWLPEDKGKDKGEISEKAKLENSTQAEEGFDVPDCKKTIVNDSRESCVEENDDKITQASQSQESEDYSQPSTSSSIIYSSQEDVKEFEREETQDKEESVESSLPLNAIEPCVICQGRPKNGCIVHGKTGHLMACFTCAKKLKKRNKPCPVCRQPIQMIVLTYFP
# Active calls of the source: *.
SMILES,APJ ag,Jurkat NFkB inh,APJ antagonist,UPR XBP1 act,697 NFkB inh,UPR CHOP act,tim23-1 inh,Mdm2-MdmX inh
Cc1ccc(N(Cc2cc(=O)[nH]c3ccccc23)C(=O)CCl)cc1,2,-1,-19,-8,5,17,14,100*
CCOC(=O)C1CCCN(S(=O)(=O)c2ccc3c(c2)NC(=O)CO3)C1 (configuration not stated),0,1,-14,-2,-26,-1.0,25,17
CCC(C(=O)O)P(=O)(c1ccc(Cl)cc1)c1ccc(Cl)cc1 (configuration not stated),-5,3,9,-3,16,-0.9,6,-4
Cc1cc2nc(-c3ccccn3)c(-c3ccccn3)nc2cc1C,1,-21,1,0,-6,5.0,21,-37
Cn1c(N)c(C(=O)c2cc(-c3ccccn3)nc3ccccc23)c(=O)[nH]c1=O,4,4,56*,-2,5,4.8,-6,26
CC(Sc1nnnn1C)C(=O)Nc1nc(-c2ccc(F)c(F)c2)cs1 (configuration not stated),-1,12,-5,-1,11,2.5,34,10
COc1cc([N+](=O)[O-])ccc1NC(=O)/C=C/C(=O)O,-3,7,2,-4,18,0.4,2,10
O=C(N/N=C/c1ccc2ncccc2c1)c1cc(-c2cccs2)nc2ccccc12,-1,16,-6,7,12,1.9,-1,23
Cc1cccc(C(C)(C)C)c1OCCOCCN1CCCC1,0,-23,-14,-2,-37,2.1,8,-7
COc1ccc(NC(=O)c2csc(Cc3ccc(Cl)cc3)n2)cc1,-1,-3,-13,0,-7,2.2,22,4
CCCCS(=O)(=O)NC1=NCN(CC)CN1,-2,7,12,-2,-5,-0.9,-6,17
O=C(CCN1CCN(Cc2ccccc2)CC1)NNC(=O)Nc1cccc(Cl)c1,0,-18,6,-2,-12,0.6,2,-7
Cc1ccccc1C(=O)Oc1cccc(Nc2ncnc3ccccc23)c1,6,30,-39,2,-62,8.9,2,26
COc1ccc2cc(C(=O)C3CCCN(C(=O)Cc4c(C)noc4C)C3)ccc2c1 (configuration not stated),0,6,13,-1,12,1.5,5,10
Cc1cc(C(=O)NCc2ccccc2F)cs1,-5,14,0,-2,12,-0.7,0,11
Cc1ccc(S(=O)(=O)NNC(=O)CCC(=O)Nc2ccc(C)c(C)c2)cc1,-5,2,8,1,6,-0.8,6,13
C/C(=N\NC(=O)c1ccc([N+](=O)[O-])cc1Cl)c1ccccc1,1,-39,-11,6,-17,4.3,28,-11
CC1CCCC(NC(=O)COC(=O)c2cc3ccccc3oc2=O)C1C (configuration not stated),0,-20,-6,3,-2,2.3,43,-26
Cc1cc(C(=O)N2CCCC(N3CCN(c4cccc(Cl)c4)CC3)C2)n(C)n1 (configuration not stated),-5,-13,14,0,-12,-1.4,13,9
CCOC(=O)CN1C(=O)N[C@@H](CCc2ccccc2)[C@H](C(C)=O)[C@H]1C,8,4,-3,2,-7,-0.5,14,-20
Cc1ccc(CNC(=S)NC2CCC(C(C)(C)C)CC2)cc1 (configuration not stated),-7,3,20,-1,-6,2.1,43,23
O=C(Cn1c2ccccc2c2nc3n(c(=O)c21)CCCS3)Nc1ccccc1,1,-3,0,-7,10,1.3,13,17
Cc1cccn2c(=O)c(C=O)c(NCc3ccccc3)nc12,-3,0,6,3,-7,1.0,42,19
CC1=NNC(=O)C1CC(=O)N/N=C/c1cccs1 (configuration not stated),-2,-3,1,2,24,-1.2,11,3
CCN(CC)c1ccc(-n2c(O)c(C=C3N=c4ccccc4=N3)sc2=S)cc1,2,2,-8,-2,8,-0.2,-18,12

# Next section
SMILES,APJ ag,Jurkat NFkB inh,APJ antagonist,UPR XBP1 act,697 NFkB inh,UPR CHOP act,tim23-1 inh,Mdm2-MdmX inh
CCOc1ccc(-n2c(SCC(=O)Nc3ccccc3CC)nc3n[nH]c(C)c3c2=N)cc1,-2,17,16,8,16,-1.0,24,43
CC(C(=O)N(C)C1CCS(=O)(=O)C1)N1C(=O)/C(=C/c2ccc(F)cc2)SC1=S (configuration not stated),9,8,10,-3,-29,-0.1,31,35
COc1ccccc1Nc1nc(Cl)nc(NC(C)(C)C)n1,-1,7,19,7,7,2.1,18,13
CCC(=O)NC(c1ccccc1OC)c1ccc2cccnc2c1O (configuration not stated),6,30,18,1,-17,30,9,70*
CCOC(=O)C1(CC)CC(CSc2nc3ccccc3[nH]2)OC1=O (configuration not stated),-3,-7,-2,-2,9,1.4,19,0
Cc1cc(NC(=O)CSc2nnc(Nc3ccccc3F)s2)no1,-4,-12,13,0,7,0.3,-14,27
CC(=O)C[C@@H](O)CC(=O)[C@@H]1OC(=O)CCCCCc2ccccc21,-3,-1,12,-3,-5,0.4,9,-7
C[C@@H]1CN(S(=O)(=O)c2ccc3c(c2)OCCO3)CCN1S(=O)(=O)c1c(F)cccc1F,-1,7,-12,-5,5,0.1,31,2
O=C(COc1ccc(S(=O)(=O)N2CCOCC2)cc1)NCc1ccco1,-6,0,-1,-3,22,0.1,-2,7
O=C(Nc1cc2c(cc1Cl)OCCO2)c1ccco1,-5,-42,8,3,-39,3.1,-3,-28
CC(Sc1n[nH]c(N)n1)c1nc2scc(-c3cccs3)c2c(=O)[nH]1 (configuration not stated),-1,12,15,-4,7,-1.4,8,7
O=CN1CCN(C(=O)CN2C(=O)c3ccccc3C2=O)CC1,3,5,6,-3,1,1.3,13,-5
Cc1cc(C(=O)COc2ccc([N+](=O)[O-])cc2)c(C)n1C1CC1,-6,-10,-36,1,-16,2.6,11,-2
CCOC(=O)c1ccc(CNC(=O)Cn2nnc(-c3cccc(C)c3)n2)o1,1,-7,-8,-4,32,1.0,13,9
O=C(CN(Cc1ccco1)C(=O)CCC(=O)Nc1ccccn1)NCCc1ccccc1,-7,-9,6,-1,-1,0.3,-6,13
CC1(C)CC(=O)c2c(O)cc(O)cc2O1,-4,4,13,5,14,0.3,-8,8
Clc1cc(Br)ccc1OCCOCCOc1cccc2cccnc12,-2,7,15,-3,-10,-2.0,50,18
c1cc(-c2nnc3sc(C4CCCCC4)nn23)ccn1,0,17,-40,1,-41,-3.3,12,26
COc1ccc(Cl)cc1NC(=O)C1CC(=O)N(C2CCCCC2)C1 (configuration not stated),3,0,5,0,1,-0.7,20,21
CN(C)S(=O)(=O)c1ccc(C(=O)OCC2CC2(Cl)Cl)cc1 (configuration not stated),-4,-6,-6,5,-7,-1.5,10,-7
CN(C(=O)c1ccc(S(=O)(=O)N(C)C)cc1)c1ccc2ccccc2c1,1,9,3,1,-7,-0.3,13,32
O=C(CSc1ccccc1C(=O)O)c1ccc(Cl)cc1,-1,-9,0,0,-72,1.4,6,-2
O=S(=O)(Oc1ccccc1N1CCCCC1)c1ccccc1,-1,-7,-2,-1,-36,0.7,16,3
Nc1nc(SCC(=O)N2CCc3ccccc32)[nH]c(=O)c1-c1ccccc1,-5,2,13,-2,4,-1.8,0,10
CN(C)C(=O)CSc1ccc(S(=O)(=O)N2CCOCC2)cn1,-2,-7,-5,-2,11,0.0,8,-10

# Marked active in Mdm2-MdmX inh, among the entries above:
Compound | APJ ag | Jurkat NFkB inh | APJ antagonist | UPR XBP1 act | 697 NFkB inh | Mdm2-MdmX inh
Cc1ccc(N(Cc2cc(=O)[nH]c3ccccc23)C(=O)CCl)cc1 | 2 | -1 | -19 | -8 | 5 | 100*
CCC(=O)NC(c1ccccc1OC)c1ccc2cccnc2c1O (configuration not stated) | 6 | 30 | 18 | 1 | -17 | 70*

# Returning to the listing, repeating the seven entries before the break.
SMILES,APJ ag,Jurkat NFkB inh,APJ antagonist,UPR XBP1 act,697 NFkB inh,UPR CHOP act,tim23-1 inh,Mdm2-MdmX inh
COc1ccc(Cl)cc1NC(=O)C1CC(=O)N(C2CCCCC2)C1 (configuration not stated),3,0,5,0,1,-0.7,20,21
CN(C)S(=O)(=O)c1ccc(C(=O)OCC2CC2(Cl)Cl)cc1 (configuration not stated),-4,-6,-6,5,-7,-1.5,10,-7
CN(C(=O)c1ccc(S(=O)(=O)N(C)C)cc1)c1ccc2ccccc2c1,1,9,3,1,-7,-0.3,13,32
O=C(CSc1ccccc1C(=O)O)c1ccc(Cl)cc1,-1,-9,0,0,-72,1.4,6,-2
O=S(=O)(Oc1ccccc1N1CCCCC1)c1ccccc1,-1,-7,-2,-1,-36,0.7,16,3
Nc1nc(SCC(=O)N2CCc3ccccc32)[nH]c(=O)c1-c1ccccc1,-5,2,13,-2,4,-1.8,0,10
CN(C)C(=O)CSc1ccc(S(=O)(=O)N2CCOCC2)cn1,-2,-7,-5,-2,11,0.0,8,-10
CC(=O)c1ccc(OCCCC(=O)N2CCN(S(=O)(=O)c3ccc(C(C)C)cc3)CC2)cc1,2,23,-15,-5,-15,0.5,29,-1
O=S(Cc1ccc(Br)cc1)Cc1nnc(SCc2ccc(Br)cc2)n1-c1ccccc1 (configuration not stated),2,20,-9,-1,-47,8.9,35,39
C[C@@H]1CC[C@]2(O[C@@H](CCO)C[C@H](O)[C@H]2O)O1,6,0,2,-1,8,-0.7,2,16
CCOc1ccc(C(=S)N2CCOCC2)cc1OC,3,-16,-41,5,-4,0.8,23,-28
COc1cccc(-n2nnc3c(=O)n(CC(=O)NCC4CCCO4)cnc32)c1 (configuration not stated),4,-10,4,-2,-2,-1.0,-7,-36
CCOc1ccc(S(=O)(=O)N2CCOCC2)cc1NC(=O)C1CSC2(C)CCC(=O)N12 (configuration not stated),0,-1,10,0,8,-1.2,0,21
CCC1Cc2c(nc(N)c3c(N)nc(N4CCOCC4)c(C#N)c23)O1 (configuration not stated),3,-7,-14,8,14,0.4,11,18
CC(C)NC(=O)C(C)n1cccc1C(=O)c1ccccc1 (configuration not stated),-4,-21,-7,2,6,-1.3,12,14
CCOc1ccc2nc(NCCNC(=O)C3CC3)c(C)cc2c1,7,-18,-20,0,-2,-1.6,13,9
CCN(c1ccc(OC)cc1)S(=O)(=O)c1csc(C(N)=O)c1,-1,12,-4,1,-2,0.8,-4,14
CCCCn1c(SCC(N)=O)nc2sc3c(c2c1=O)CCC3,-2,5,4,-1,-9,0.7,24,-1
CCN(CC)c1ccc(N=Nc2nn(C)c(C)c2[N+](=O)[O-])cc1,-7,-178,55*,-3,-189,2.8,22,-190
CC1=C(C(N)=O)C(c2sccc2C)n2nnnc2N1 (configuration not stated),2,8,8,-1,21,0.6,11,-3
CCOC(=O)c1c(NC(=S)Nc2ccc(OC)cc2)sc2c1CCC2,-3,-8,13,-1,-24,-2.1,8,-8
Cc1cc(C)c(NC(=O)c2ccc3c(c2)C(=O)N(Cc2cccnc2)C3=O)c(C)c1,0,10,4,-5,-16,-0.1,6,-6
C/C(N)=C(/C#N)C(=O)COC(=O)C(NS(=O)(=O)c1ccc(Cl)cc1)C(C)O (configuration not stated),-2,-8,-4,-1,-10,0.3,-1,-5
Cc1ccccc1NC(=S)NC1CCCC1,-2,-3,7,-5,2,-0.5,23,8
CCOC(=O)c1c(N)sc2c1CCC(CC)C2 (configuration not stated),-3,12,11,1,17,1.9,19,4
Cc1cc(NC(=O)c2nn(C)c(C)c2Br)no1,-6,-48,9,1,-25,2.5,0,9
CCN(CC)c1ccc(S(=O)(=O)N2CCOCC2)cc1NS(C)(=O)=O,2,-26,-4,-3,-14,-0.7,6,6
O=C(O)CCC(NC(=O)c1cncc(O)c1)C(=O)O (configuration not stated),-4,-6,7,0,12,-1.9,-12,5
O=C(Nc1nccs1)c1ccc(Br)c(S(=O)(=O)N2CCOCC2)c1,-3,2,14,-1,-4,-0.9,29,-2
CCCCCCc1ccc(N2C[C@H](C)[C@@H](CC(=O)NCc3ccccc3)C2=O)cc1,4,-16,18,0,-3,4.6,19,-16
CC(C)(C)c1ccc(/C=N/NC(=O)CN2CCS(=O)(=O)CC2)cc1,5,6,5,-3,-5,0.3,1,-2
